High-throughput results: PubChem BioAssay, several laboratories
MT stabilize HCS = microtubule stabilizers in HeLa cells; HeLa tubulin immunostaining HCS, 24 h; share of cells brighter than vehicle mean+2SD; % tubulin-high responders, % at 10 µM; 0.83% of 200,000 active;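 active = plate Z-score above 3 for both tubulin-high and condensed-nucleus cell shares, with cell loss under 80%, at 10 µM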;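 note: anti alpha tubulin signal scored within the nucleus-defined area of each cell; some results filed as inactive read as strong as hits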
M1AAP inhibition = P. falciparum M1AAP inhibitors, biochemical, fluorogenic H-Leu-NHMec substrate, 1536-well (AID 1445); 0.42% of 220,000 active; recombinant M1AAP, H-Leu-NHMec fluorogenic kinetic assay; higher % means a stronger effect; inhibition, % at 30 µM; hits with a dose series show IC50 in µM;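 active = primary inhibition above the hit cutoff, then over 50% inhibition at one or more dose response concentrations, cut at about 23% in these data, passing the limit was not always enough; inconclusive = conflicting primary data, or primary hits not chosen for dose response; inactive = low primary inhibition, or under 50% at every dose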;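 note: plate controls were DMSO full reaction for no effect and no enzyme background for full effect; strong numbers were not always called active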
UTI89 phage lysis = protection from phage-mediated lysis, alamar blue read-out – E. coli UTI89, K1F phage, bacterial capsule biogenesis inhibitors (AID 488966) | E. coli UTI89 K1F phage lysis, alamar blue, 2 h; higher % means a stronger effect | inhibition, % at 100 µM; hits with a dose series show IC50 in µM | 0.02% of 340,000 active;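 active = phage lysis inhibition, versus mean bacterial control, above a set limit; inconclusive = no clear call, values can overlap the other calls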;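 note: capsule biogenesis inhibitors block K1F phage lysis so surviving cells raise fluorescence; higher fluorescence means more inhibition of phage lysis; actives were called in the ten point dose series up to 300 µM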
Autophagy mod = autophagy modulation, high-content screen; MEF GFP-LC3 puncta imaging; test concentration mostly 10 µM; calls only at 10 µM (by protocol); 0.98% of 190,000 active; AID 463193;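 active = percentage of spot-positive cells more than 3 SD above its plate mean, without a fluorescence outlier flag or 80% toxicity; inconclusive = no clear call, values can overlap the other calls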;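 note: spot-positive cell cutoff set from DMSO-treated cells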
ER stress rescue = rescue of cells from ER stress-induced death, primary screen, 384-well, CSM14.1, thapsigargin, ATP luminescence (AID 1222) | cellular ATP content (survival), % at 20 µM, or EC50 in µM where a hit was titrated | CSM14.1 thapsigargin-induced death rescue, ATP luminescence; higher % means a stronger effect | 190,000 tested, under 10 active;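 active = EC50 below 50 µM in the dose-response confirmation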;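 note: death triggered by thapsigargin at about 15 µM added after 2 h compound pretreatment; cell ATP read after overnight thapsigargin exposure of roughly 18 to 22 hours; normalized against plate controls of thapsigargin alone and 5% DMSO vehicle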
Insulin prom up = MIN6 insulin promoter up-regulation | z-score at 5 µM | MIN6 insulin promoter-GFP reporter, high-content imaging; active compounds read high | 0.3% of 190,000 active;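 active = z-score above 3 at 5 µM with at least 500 cells counted in the well; inconclusive = wells under 500 cells, flagged as cytotoxic or low count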
b-catenin transl = beta-catenin nuclear translocation modulation; 0.3% of 190,000 active; AID 1665; nuclear translocation activity, % at 5 µM; HeLa beta-catenin nuclear translocation, immunofluorescence imaging;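 active = nuclear translocation activity above 50% at 5 µM, with a well cell count of 50 or more; inconclusive = wells under 50 cells across six images, flagged as toxic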;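 note: per-cell ratio of nuclear to cytoplasmic median beta-catenin stain intensity; plate controls were DMSO negative control for no effect and GSK-3 inhibitor IX positive control for full effect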
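System: Human HeLa cells, endogenous beta-catenin | Compound dosing: 5 µM primary, 0.02–20 µM confirmation | Timing: 24 h compound exposure at 37°C, 5% CO2 | Measured by: Fluorescence imaging of beta-catenin antibody stain plus DAPI | Read-out basis: % activation of per-cell nuclear versus cytoplasmic median beta-catenin signal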
Dynein transport = dynein cargo transport inhibition. 3617.4 mouse cells, GR-EGFP nuclear translocation imaging; test concentration mostly 20 µM; stimulated with dexamethasone, 1 µM; active compounds read low. z-score, hits read low. 0.47% of 220,000 active. AID 1381;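 active = plate z-score of nuclear minus cytoplasmic receptor signal below a set negative limit, without overly bright fluorescence or cell loss, cut at about -3.5 in these data, passing the limit was not always enough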;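 note: z-score of nuclear minus cytoplasmic ring GR-EGFP intensity difference per well; some compounds called inactive have numbers as strong as hits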
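Buffer or medium: tet-free medium with charcoal-stripped serum / Also added: dexamethasone agonist, 1.0 µM final, for 30 min / Timing: induction 48 h, compound 1 h, agonist 30 min / Measured by: high-content fluorescence imaging after fixation / Read-out: nuclear-to-cytoplasmic GR-EGFP distribution per well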
P. falciparum M17LAP = P. falciparum M17LAP inhibitors, primary screen, biochemical, fluorogenic H-Leu-NHMec substrate, 1536-well (AID 1619) | 0.38% of 220,000 active | inhibition, % at 30 µM, or IC50 in µM where a hit was titrated | recombinant M17LAP, H-Leu-NHMec fluorogenic kinetic assay; higher % means a stronger effect;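 active = compound inhibiting the enzyme by more than half at any dose during confirmatory dose-response retesting; inconclusive = strong single-dose inhibitors picked by rank but not retested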;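 note: plate controls were full reaction with DMSO carrier for no effect and no enzyme background for full effect; strong numbers were not always called active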
Dynein transport cytoplasmic EGFP = recorded beside Dynein transport, whose call it bears; z-score; measured here: cytoplasmic GR-EGFP intensity; active compounds read high
Dynein transport nuclear GR-EGFP = second read-out of Dynein transport, no call of its own (marks repeat the call); z-score; measured here: nuclear GR-EGFP intensity;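 lower value marks the stronger effect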
Dynein transport cell count = also measured in Dynein transport; calls as there; z-score; measured here: cell count per field
Insulin prom up cell count = further read-out of Insulin prom up, marked with its call; cell count; measured here: cytotoxicity, nuclei count;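 total cells summed across four imaged fields per well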
b-catenin transl cell count 5 µM = further read-out of b-catenin transl, marked with its call; cell count; measured here: cell count, cytotoxicity flag
MT stabilize HCS Hoechst-high % = also measured in MT stabilize HCS; calls as there; % Hoechst-high responders; measured here: nuclear condensation Hoechst responders;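 share of cells brighter than vehicle mean plus two SD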
MT stabilize HCS cytotoxicity % = further read-out of MT stabilize HCS, marked with its call; toxicity, %; measured here: cytotoxicity by cell density;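 0% = mean cell density of plate MIN control wells and 100% = no cells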
Autophagy mod cell loss 18 h = also measured in Autophagy mod; calls as there; toxicity, %; measured here: cell loss, nuclei count;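 cell loss after 18 h compound exposure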
An asterisk follows results filed as active; i = inactive; ? = inconclusive; · = no result given; + = active, no number; [ ] = another dose, or the depositor's remark.

SMILES	MT stabilize HCS	MT stabilize HCS Hoechst-high %	MT stabilize HCS cytotoxicity %	M1AAP inhibition	UTI89 phage lysis	Autophagy mod	Autophagy mod cell loss 18 h	ER stress rescue	Insulin prom up	Insulin prom up cell count	b-catenin transl	b-catenin transl cell count 5 µM	Dynein transport	Dynein transport cytoplasmic EGFP	Dynein transport nuclear GR-EGFP	Dynein transport cell count	P. falciparum M17LAP
Cc1ccc(NC(=O)c2cc(NC(=O)c3ccco3)ccc2N2CCOCC2)cc1	2.5	1.5	4.1	3%	-0.1%	i	-3	-2.1%	0.33	1318	·	·	0.028	-0.24	0.22	-0.25	2%
CCOC(=O)c1c(-c2ccccc2)nc2ccccn12	1.7	1.7	2.6	1%	0.2%	i	21	1.1%	·	·	·	·	-0.022	-0.22	-0.64	0.43	-7%
CC(=O)NS(=O)(=O)c1ccc(N=c2ssc3c2-c2ccc(C)cc2NC3(C)C)cc1	3.0	3.1	11	89µM*	-2.0%[50 µM]	i	5	12%	-0.13	1384	-2.9	552	-0.13	-0.23	0.027	-0.28	2.6µM*
COC(=O)c1ccccc1NC1OC(=O)c2ccccc21 (stereo unspecified)	3.7	1.7	2.9	0%	0.6%	i	-1	0.0%	0.44	1286	2.1	1112	-0.038	-0.41	0.28	0.46	1%
CNS(=O)(=O)c1cccc(C(=O)OCC(=O)N(Cc2ccccc2)C(C)(C)C)c1	2.1	2.0	7.2	-2%	-1.0%	i	11	-1.7%	-1.3	1351	-2.4	1149	-0.2	0.32	-0.086	0.24	-5%
Cc1noc(C)c1COC(=O)c1ccccc1Oc1ccccc1	2.9	2.1	2.4	1%	0.4%	i	1	-3.0%	0.21	1602	-2.2	1106	0.46	-0.27	0.58	-0.79	-4%
O=C(Nc1cccc(F)c1)c1cccc(S(=O)(=O)N2CCOCC2)c1	3.4	1.5	4.3	-1%	7.1%	i	4	-1.0%	-0.51	919	-3.0	1203	-0.88	-0.23	-0.85	1.4	0%
CC(=O)/C(=C/Nc1ccc(Oc2ccccc2)cc1)c1ccccc1	2.4	1.6	1.8	3%	0.1%	i	2	1.8%	-0.29	1888	-0.6	1124	0.89	-0.13	-0.14	-0.6	-5%
O=C(Nc1nccs1)c1cc2sccc2n1Cc1ccc(Cl)cc1	6.2	3.3	3.9	2%	-0.8%	+	9.2*	-0.1%	-0.16	965	-6.5	1093	1.8	-0.067	1.4	-0.73	0%
COc1ccc(-c2nnnn2CCc2ccccc2)cc1	4.7	2.4	6.6	1%	0.2%	i	-12	-2.5%	-0.11	1816	0.8	1111	-0.026	-0.16	-0.027	1	-4%
CCN(C(=O)c1cnc(NC(C)C)cc1C(F)(F)F)c1ccc(Cl)cc1	·	·	·	-3%	-0.3%	·	·	·	0.24	1401	-0.9	1095	-0.068	-0.17	-0.2	0.1	0%
C=CCNC(=O)c1oc2ccc(S(=O)(=O)N(CC)CC)cc2c1C	4.3	2.8	5.9	9%	-2.3%	i	-1	-1.0%	-0.23	1178	-2.5	851	0.91	-0.3	0.63	-0.82	-8%

Some entries already given, reduced to MT stabilize HCS cytotoxicity %, Insulin prom up cell count and b-catenin transl:
compound | MT stabilize HCS cytotoxicity % | Insulin prom up cell count | b-catenin transl
O=C(Nc1cccc(F)c1)c1cccc(S(=O)(=O)N2CCOCC2)c1 | 4.3 | 919 | -3.0
CC(=O)/C(=C/Nc1ccc(Oc2ccccc2)cc1)c1ccccc1 | 1.8 | 1888 | -0.6
O=C(Nc1nccs1)c1cc2sccc2n1Cc1ccc(Cl)cc1 | 3.9 | 965 | -6.5
COc1ccc(-c2nnnn2CCc2ccccc2)cc1 | 6.6 | 1816 | 0.8

Next section
SMILES	MT stabilize HCS	MT stabilize HCS Hoechst-high %	MT stabilize HCS cytotoxicity %	M1AAP inhibition	UTI89 phage lysis	Autophagy mod	Autophagy mod cell loss 18 h	ER stress rescue	Insulin prom up	Insulin prom up cell count	b-catenin transl	b-catenin transl cell count 5 µM	Dynein transport	Dynein transport cytoplasmic EGFP	Dynein transport nuclear GR-EGFP	Dynein transport cell count	P. falciparum M17LAP
S=C(NCc1ccccn1)Nc1ccc(Cl)cc1Cl	1.9	2.1	4.3	-1%	-0.6%	i	-1	1.3%	-0.13	1585	0.1	1349	-0.26	-0.21	-0.16	0.49	-3%
O=c1[nH]n(-c2ccc([N+](=O)[O-])cc2)c(=O)c2ccccc12	3.4	1.9	9.6	5%	0.6%	i	-13	1.3%	-0.02	1503	1.3	1465	-1	-0.29	-0.74	1.2	7%
CCOC(=O)C1CCN(C(=O)CN(c2ccc(OC)cc2)S(=O)(=O)c2c(C)noc2C)CC1	2.7	2.8	6.2	0%	i	i	7	-0.8%	0	938	-1.1	1153	-0.04	-0.2	0.017	-0.31	-3%
CCn1c(SCC(=O)c2c[nH]c3ccccc23)nnc1-c1cccs1	4.2	1.9	2.9	5%	1.7%	i	9	2.4%	?	·	-0.2	1100	2.9	6.7	2.5	-2.9	3%
O=C1CC(SCCO)C(=O)N1c1ccccc1 (stereo unspecified)	2.1	1.4	9.5	5%	1.3%	i	4	0.7%	-0.23	979	·	·	0.31	0.16	0.28	0.47	7%
O=C(NCCc1csc(-c2cccnc2)n1)c1ccc(Cl)cc1	4.1	1.4	4.7	-2%	1.1%	i	-7	-3.1%	-0.23	1418	-1.8	1116	-0.098	-0.079	0.3	0.12	0%
Cc1[nH]c(=O)[nH]c(=O)c1NC(=O)c1ccc(OC(C)C)cc1	·	·	·	0%	0.3%	i	30	-1.2%	0	1417	-2.3	1068	0.45	-0.27	0.54	0.4	-5%
Cc1ccc(CSCC(=O)Nc2ccc3c(c2)OCO3)cc1	1.1	0.9	4.3	14%	0.7%	i	16	-1.2%	·	·	·	·	0.92	-0.27	0.91	-0.94	11%
CC(=O)N(C)c1ccc(NC(=O)Nc2ccc(C)cc2)cc1	3.4	1.7	11	5%	0.3%	i	-7	-1.2%	0.38	1641	-3.5	1144	-0.64	-0.22	0.29	0.72	-2%
COc1cc(NC(=S)NC(=O)c2cccs2)ccc1NC(=O)C(C)C	8.8	1.7	4.8	3%	0.6%	i	0	-2.2%	-0.11	1713	-0.3	988	0.29	-0.14	0.44	-0.23	-3%
Cc1nn(C)c(C)c1CN(Cc1nc(-c2ccc(F)cc2F)oc1C)C1CC1	0.9	0.8	5.9	0%	0.3%	i	-7	0.8%	0.29	1424	-2.0	1052	-0.5	-0.24	-0.17	0.71	10%
O=C(CSc1nnc(-c2ccco2)o1)c1ccccc1Cl	1.8	1.3	8.1	7%	-0.1%	i	-30	1.3%	0.3	1583	-4.5	1068	-0.52	-0.24	-0.22	0.89	-2%
CC(C)Cn1c(N)c(C(=O)COC(=O)c2ccccc2Cl)c(=O)n(C)c1=O	2.2	3.0	7.2	-3%	-0.3%	i	9	0.9%	-0.48	1283	-1.4	1086	-0.79	-0.17	-0.29	0.092	-2%
O=C(O)c1cc(O)c2c(c1)C(=O)c1cccc(O)c1C2=O	3.5	2.1	13	18%	-8.3%	i	-48	0.2%	·	·	·	·	0.71	-0.25	0.76	-0.55	6%
O=C(CN1CCN(c2ccccc2)CC1)Nc1c(C(=O)C2CC2)oc2ccccc12	2.1	1.1	2.5	-4%	-0.3%	i	-6	-0.2%	-0.37	1008	0.4	1059	1.1	-0.2	0.45	0.42	-8%
O=C(Nc1ccc(Oc2cccc(C(F)(F)F)c2)nc1)c1ccco1	·	·	·	3%	0.3%	·	·	·	1.2	1396	-2.3	1064	0.33	-0.12	0.081	-0.068	-7%
COc1ccccc1Nc1ccc(Nc2ccccc2OC)nn1	5.2	3.2	5.9	0%	-0.5%[50 µM]	i	-16	-0.4%	-0.14	1385	0.8	1121	-0.49	-0.24	0.043	-0.15	7%
CCCn1c2ccccc2c2nnc(SC(CC)C(=O)Nc3cc(C)on3)nc21 (stereo unspecified)	3.3	1.8	7.3	9%	2.2%	i	11	-2.9%	-0.52	1215	-3.7	558	1.1	-0.071	0.94	-1.9	-5%
COc1cc(CC(=O)OCC(=O)Nc2cccc([N+](=O)[O-])c2)cc(OC)c1OC	6.4	1.8	9.1	-4%	3.9%	i	8	0.2%	0	1471	-2.8	1141	-0.61	0.24	-0.18	-0.46	-13%
